Screens: PubChem BioAssay, several laboratories
MBD2 inh: MBD2-methylated oligo binding inhibition. Q9UBB5. TR-FRET, MBD2 binding to methylated oligonucleotide. inhibition, % at 4.4 µM. 0.31% of 370,000 active; in the data active = inhibition above about 13%
DAX1 inh-1: DAX1 (NR0B1) inhibition, primary screen. HEK293T StAR-luciferase reporter, SF-1/DAX-1 repression relief. inhibition, % at 6.8 µM. 1.1% of 370,000 active. AID 652010;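 active = inhibition above the mean over all tested compounds plus 3 SD, cut at about 3.6% in these data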;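 also: 0% = DAX-1 cells with DMSO and 100% = cells lacking DAX-1 with DMSO; higher inhibition means more luminescence from relief of DAX-1 repression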
ssDAF-12 act: S. stercoralis DAF-12 activation, primary screen; HEK293 ssDAF-12/GRIP1 lit1-tk-luc reporter, luminescence; % of 3 µM dafachronic acid response; AID 652126; 1% of 370,000 active; activation, % at 6.8 µM;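 active = activation above the mean over all tested compounds plus 3 SD, cut at about 0.9% in these data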;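 also: 0% = DMSO-only wells and 100% = 3 µM delta7-dafachronic acid wells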
ADAM17 inh: inhibits human ADAM17. 0.83% of 370,000 active. inhibition, % at 6.95 µM. recombinant ADAM17, EDANS/DABCYL FRET peptide cleavage;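 active = inhibition above the mean of compounds lying between control limits plus 3 SD, set per campaign, cut at about 8.5% in these data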;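 also: 0% = DMSO-only wells as the low control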
Target sequence (P78536 215-824 limits assumed): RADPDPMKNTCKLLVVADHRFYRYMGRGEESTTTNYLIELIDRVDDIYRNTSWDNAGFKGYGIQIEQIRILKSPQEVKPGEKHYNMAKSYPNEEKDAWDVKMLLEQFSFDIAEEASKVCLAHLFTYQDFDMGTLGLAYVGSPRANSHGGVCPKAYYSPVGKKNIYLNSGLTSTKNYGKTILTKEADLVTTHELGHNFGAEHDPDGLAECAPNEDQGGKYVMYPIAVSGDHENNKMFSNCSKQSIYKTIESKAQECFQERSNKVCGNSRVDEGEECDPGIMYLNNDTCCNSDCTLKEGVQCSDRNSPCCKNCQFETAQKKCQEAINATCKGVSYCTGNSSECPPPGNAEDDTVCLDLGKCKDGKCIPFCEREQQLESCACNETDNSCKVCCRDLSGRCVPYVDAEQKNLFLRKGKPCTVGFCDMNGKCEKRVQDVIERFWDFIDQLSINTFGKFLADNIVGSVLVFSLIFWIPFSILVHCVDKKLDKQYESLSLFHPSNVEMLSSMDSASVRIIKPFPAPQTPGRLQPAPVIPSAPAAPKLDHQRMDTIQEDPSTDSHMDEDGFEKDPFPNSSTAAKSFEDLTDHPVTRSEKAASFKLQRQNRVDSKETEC
SMARCA2 activ: increases SMARCA2 function in MMTV reporter cells. MG213 cells, MMTV-luciferase reporter, dexamethasone, overnight. 1% of 370,000 active. activation, % at 9.1 µM; in the data active = activation above about 7.8%;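 also: 0% = vehicle wells and 100% = reference activator wells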
PLC-beta3 inh: PLC-beta3 (human) inhibition, primary screen; Q01970; Purified PLC-beta3, fluorogenic substrate, fluorescence; inhibition, % at 12.2 µM; 0.18% of 370,000 active; in the data active = inhibition above about 11%;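 also: 0% = median of compound wells on plate and 100% = full blocker control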
hgDAF12 agonist: hgDAF-12 agonism, primary luciferase screen | activation, % at 6.8 µM | HEK293 GAL4-hgDAF12 UAS-luciferase reporter, agonist luminescence; normalized to butyrate control | 1.8% of 370,000 active;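 active = activation above a cutoff set at the mean of all screened compounds plus 3 SD, cut at about 10% in these data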;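 also: 0% = DMSO wells and 100% = sodium butyrate wells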
hcDAF-12 act: H. contortus DAF-12 activation, primary screen; HEK293 hcDAF-12 lit1-tk-luc reporter, luminescence; 0% DMSO, 100% Δ7-dafachronic acid; activation, % at 6.8 µM; 1.4% of 370,000 active;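 active = activation above the mean of all tested compounds plus 3 SD, cut at about 5.5% in these data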;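 also: 100% = response to 3 µM Δ7-dafachronic acid high control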
PLC-gamma1 inh: PLC-gamma1 (human) inhibition, primary screen | P19174 | 0.84% of 370,000 active | purified PLC-gamma1, fluorogenic substrate, fluorescence | inhibition, % at 12.2 µM; in the data active = inhibition above about 9.5%
DAX1 inh-2: NR0B1 (DAX1) inhibition; P51843; HEK293 Gal4-DAX1 luciferase reporter, luminescence; inhibition, % at 6.75 µM; 0.99% of 340,000 active; AID 504766;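 active = inhibition above the mean over all tested compounds plus 3 SD, cut at about 4.2% in these data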;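 also: 0% = DAX1-transfected cells with DMSO and 100% = empty-vector control cells with DMSO; inhibition shows as a rise in luminescence from relieved DAX1 repression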
Target sequence (P51843 207-470 limits assumed): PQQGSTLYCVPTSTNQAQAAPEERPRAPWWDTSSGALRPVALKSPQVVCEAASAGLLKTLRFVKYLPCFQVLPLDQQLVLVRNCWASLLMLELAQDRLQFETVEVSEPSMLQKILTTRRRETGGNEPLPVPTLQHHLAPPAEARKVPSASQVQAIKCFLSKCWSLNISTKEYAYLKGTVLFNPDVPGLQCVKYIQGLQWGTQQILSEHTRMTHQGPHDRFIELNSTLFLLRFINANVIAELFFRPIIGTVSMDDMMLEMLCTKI
NR1D1 modulator: Rev-erb alpha (human) modulation | Rev-erbα–FITC-DNA binding, fluorescence polarization, 90 min | activity, % at 10 µM | 0.79% of 370,000 active;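 active = activity above about 14%, limit read from the data; passing the limit was not always enough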;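 also: 0% = DMSO wells with 35 nM protein and 100% = DMSO wells with 750 nM protein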
Numbers without * were called inactive; i = inactive; x = not tested or not shown.

SMILES | MBD2 inh | DAX1 inh-1 | ssDAF-12 act | ADAM17 inh | SMARCA2 activ | PLC-beta3 inh | hgDAF12 agonist | hcDAF-12 act | PLC-gamma1 inh | DAX1 inh-2 | NR1D1 modulator
O=C(NCCCN1CCCC1)c1ccc(CS(=O)(=O)c2ccc(Cl)cc2)o1 | 6 | 0.3 | -0.6 | -4 | -2 | -10 | -0.5 | -0.5 | -1 | 0.4 | -1
O=C(c1ccc(F)cc1)c1cnc(Nc2ccccc2)s1 | 7 | 2.5 | 0.5 | -1 | 7 | -31 | 9.8 | 2.2 | -30 | 0.5 | 1
CC(C)CCNC(=O)C1CC(=O)N(C2CCCC2)C1 (stereo unspecified) | -5 | -0.4 | -2.1 | -5 | 3 | 1 | -1.4 | -1.0 | 2 | 1.4 | 0
O=C1C2CCCN2C(c2ccccc2)N1c1nccs1 (stereo unspecified) | -2 | -0.4 | -0.5 | -4 | 0 | 0 | -1.4 | -0.7 | 1 | -0.7 | -2
CC(C)CC1Nc2ncnc(N3CCN(c4ccccn4)CC3)c2N(Cc2ccc(Br)cc2)C1=O (stereo unspecified) | 1 | -0.7 | -1.1 | 2 | -3 | -1 | -0.1 | 0.6 | -1 | 0.2 | -1
OCCNCCOc1ccccc1F | 3 | 0.0 | -1.2 | -5 | 0 | -3 | -0.2 | 0.9 | 0 | 3.4 | -1
O=C(Oc1ccc2[nH]cc(CCN3C(=O)c4ccccc4C3=O)c2c1)c1ccco1 | 0 | -0.1 | -1.6 | 1 | -2 | -4 | 0.7 | -1.0 | -4 | -0.3 | 3
CC(=O)NS(=O)(=O)c1ccc(NC(=O)CC(C)c2ccccc2)cc1 (stereo unspecified) | 2 | 0.0 | -1.0 | -5 | -1 | -3 | -2.3 | -1.2 | 1 | 0.6 | -4
OC[C@@H]1CN(Cc2ccccc2)C[C@H](n2cnc3c(NCc4ccncc4)ncnc32)O1 | 1 | 0.2 | -1.4 | -5 | -2 | -2 | -1.9 | -1.4 | -1 | x | 6
COc1ccc(NC(=O)CCc2ccccc2)cc1S(=O)(=O)N1CCOCC1 | 0 | -0.6 | -1.0 | 3 | 1 | 2 | 2.0 | -1.9 | -1 | -1.1 | 2
N#Cc1ccsc1NC(=O)CN1CCN(c2ccccc2O)CC1 | 3 | -0.5 | -1.3 | -3 | -1 | -4 | -0.2 | -0.8 | -4 | -1.4 | -10
Cc1ccc2c(c1)[C@H]1[C@H](CO2)[C@H](c2ccccc2)[C@]2(C)C(=O)Nc3cc(F)c(F)cc3C(=O)N12 | 8 | -1.4 | -1.4 | 5 | 0 | 2 | 6.4 | -1.5 | 5 | -1.2 | 0
CCOc1nc(NCCN2CCOCC2)nc(Nc2ccc(C)cc2)n1 | 6 | -0.1 | -0.5 | -3 | -2 | 0 | 0.1 | -2.1 | -1 | -0.5 | -6
CCc1nc2ccc(C(=O)Nc3cccc(NS(C)(=O)=O)c3)cn2c1N(C)C(=O)c1cccc(OC)c1 | 1 | -0.7 | -0.8 | -7 | -2 | -2 | 3.0 | -2.0 | 0 | x | -2
CCCCCn1nc(C(=O)OCc2nc(N)nc(Nc3ccccc3)n2)c2ccccc2c1=O | 0 | -0.2 | -1.2 | 1 | -2 | -2 | -1.5 | -2.1 | -2 | -0.2 | -6
CCOc1cc(/C=N/NC(=O)C(=O)N/N=C/c2ccc(O)c(OCC)c2)ccc1O | -1 | 0.1 | -0.8 | -6 | -2 | -25 | -0.7 | -1.9 | -14 | 1.6 | 4
CCOC1=C2[C@H](c3ccccc3)N(S(=O)(=O)c3ccc(C)cc3)C(C(C)(C)C)[C@H]2C(C#N)(C#N)C(C#N)(C#N)C1 (stereo partly specified) | -7 | 2.0 | -1.2 | 4 | -5 | 9 | -3.4 | 0.4 | 5 | x | 3
Cc1cc([N+](=O)[O-])nn1CC(=O)Nc1cnc2ccccc2c1 | 0 | 0.3 | -2.2 | 1 | -1 | -2 | 1.2 | -2.1 | 1 | 0.4 | -1
Cc1ccc(-c2csc(N3CCC(NS(=O)(=O)c4ccc5c(c4)OCCO5)CC3)n2)cc1 | -3 | -2.0 | -1.9 | 13* | -6 | -2 | -6.5 | -3.5 | 7 | -3.4 | 1
O=C(CN1C(=O)NC2(CCCCCC2)C1=O)N1CCC(Cc2ccccc2)CC1 | 4 | -2.5 | -1.1 | -6 | -3 | -3 | -4.6 | -3.9 | -1 | -3.3 | -3
C[C@H](NC(=O)c1nc[nH]c1C(=O)NC1CCN(C(=O)OC(C)(C)C)CC1)C(=O)OCc1ccccc1 | 2 | 0.8 | -1.4 | 3 | 2 | 1 | 1.2 | -0.9 | 0 | -0.4 | 5
COc1ccc(S(=O)(=O)N(Cc2cccnc2)Cc2cc3ccccc3[nH]c2=O)cc1 | -2 | -0.4 | -1.0 | -88 | -4 | -56 | -2.5 | -2.6 | -33 | 0.2 | 0
O=c1n(Cc2ccccc2Cl)nc2n1-c1ccccc1SC2 | -2 | 1.1 | -1.6 | 3 | 3 | -4 | 8.3 | -0.5 | 5 | 4.9* | 5
CC1CCN(c2nc(Cl)nc(Nc3ccc([N+](=O)[O-])cc3)n2)CC1 | -4 | -0.5 | -0.5 | -1 | 1 | 3 | 5.2 | 2.2 | 0 | 0.1 | 4
O=C(COc1ccc([N+](=O)[O-])cc1)Nn1cnnc1 | 4 | -0.1 | -0.8 | -4 | -3 | -5 | -2.3 | -1.1 | -1 | x | 4
The list goes on:
SMILES | MBD2 inh | DAX1 inh-1 | ssDAF-12 act | ADAM17 inh | SMARCA2 activ | PLC-beta3 inh | hgDAF12 agonist | hcDAF-12 act | PLC-gamma1 inh | DAX1 inh-2 | NR1D1 modulator
COc1ccc(C)cc1N(CC(=O)NCCN1CCOCC1)S(=O)(=O)c1ccccc1 | -1 | 1.4 | -0.5 | -3 | 1 | 2 | -1.3 | -0.5 | 2 | 0.5 | 3
COc1ccc(OC)c(S(=O)(=O)NCCCN2CCOCC2)c1 | -3 | 0.2 | -1.8 | 2 | 2 | -2 | 1.6 | -0.3 | 12* | -0.4 | 11
O=C(Nc1ccc2nsnc2c1)NC1CCCCC1 | -1 | 1.7 | -0.4 | -166 | 5 | i | 12* | 2.6 | i | 2.7 | -3
C=CCN(C)CC#Cc1ccc(OC)cc1 | 6 | -0.1 | -0.4 | -1 | 6 | -2 | -2.1 | -2.0 | 1 | x | -1
CCC(CC)C(=O)c1c[nH]c(C(=O)NCCc2ccccn2)c1 | 2 | 0.2 | -0.5 | -7 | 1 | 0 | 1.3 | 1.4 | 0 | 0.0 | -2
Cc1ccc(Cn2cc(SCC(=O)Nc3nccs3)c3ccccc32)cc1 | 1 | 1.6 | -1.0 | -5 | 0 | 0 | -1.3 | -0.1 | 0 | 1.4 | 1
O=C(COc1coc(CN2CCc3ccccc32)cc1=O)Nc1ccccc1 | 2 | 1.0 | -0.2 | 1 | -1 | -5 | 0.0 | 0.0 | 2 | -1.0 | 1
O=C(N/N=C/c1c(Cl)cccc1Cl)c1ccc(-n2cnnn2)cc1 | -6 | 0.2 | -0.5 | -10 | -3 | -4 | 1.4 | 0.2 | -1 | 0.0 | -3
Cc1ccc(CN2CC(C(=O)NCC(=O)Nc3c(C)cccc3C)CC2=O)cc1 (stereo unspecified) | 2 | -0.9 | -1.3 | -2 | 0 | 1 | -2.7 | -0.3 | 2 | 1.1 | 0
O=C1NC[C@@H](CCCCN2C[C@H](Cc3ccccc3)N(CCC3CCCCC3)C(=O)C2=O)N(CCc2ccc(O)cc2)C1=O | 5 | 1.2 | -1.1 | -2 | -5 | 8 | 1.3 | -1.5 | -1 | x | 7
Cc1ccc(C(=O)NC(C)c2ccc(F)cc2)cc1 (stereo unspecified) | -3 | 0.0 | -1.2 | 2 | -2 | 0 | -1.2 | 0.6 | -3 | 0.3 | -1
CCN(CCCn1c(=S)[nH]c2ncccc2c1=O)c1ccccc1 | 2 | 1.3 | -1.0 | 1 | 6 | 3 | -1.4 | -0.8 | 7 | 3.4 | 4
O=C(CNS(=O)(=O)Cc1ccccc1)NCc1ccccc1 | -1 | 0.0 | -0.6 | 0 | -1 | -10 | 1.9 | 1.2 | -1 | 0.1 | 2
Fc1cnc(N/N=C/c2ccc(-c3ccc(Br)cc3)o2)nc1N1CCOCC1 | 3 | 0.3 | -1.6 | -5 | -7 | -8 | -2.0 | 0.4 | -2 | 1.7 | -2
O=C(Nc1cccc(C(F)(F)F)c1)c1cccnc1N1CCOCC1 | 4 | -0.6 | -0.5 | -5 | 1 | -8 | -1.7 | 0.2 | 0 | -0.1 | -4
O=C(/C=C/Nc1ccc(Nc2ccccc2)cc1)c1cccs1 | 2 | -0.8 | -1.2 | 2 | 2 | -26 | 0.6 | -1.3 | -24 | 2.5 | 0
COC(C[C@@H]1O[C@H]1C(=O)COCc1ccccc1)OC | 0 | -0.1 | -1.2 | -2 | -1 | -2 | 0.9 | -0.5 | -3 | -0.3 | 0
CCOc1ccc(S(=O)(=O)N2CCCC(C(=O)NCC3CCCO3)C2)cc1 (stereo unspecified) | 0 | -0.6 | 0.1 | 1 | -2 | -2 | 0.7 | -1.8 | 0 | -1.0 | 0
COC(=O)[C@]1(CNS(=O)(=O)C2CC2)CC(=O)N(C)[C@@H]1c1ccccc1 | -3 | -1.0 | -1.6 | -2 | -1 | 2 | -2.3 | -1.4 | 1 | x | 3
Cc1c(NC(=O)COC(=O)c2ccccc2O)c(=O)n(-c2ccccc2)n1C | 0 | -0.9 | -1.4 | -2 | -2 | -2 | 0.3 | 1.4 | -2 | 0.0 | -12
N=C1CCCN1CC(=O)c1cccs1 | -2 | 0.9 | -1.5 | 1 | -2 | 1 | -1.0 | -0.2 | 0 | 0.0 | -8
COC(=O)c1ccccc1Nc1ccnc(Cl)n1 | 1 | 0.0 | -1.4 | -1 | -2 | -71 | 1.3 | -1.1 | -58 | 1.4 | -1
Cc1ccc(C(=O)NCc2ccco2)cc1S(=O)(=O)N1CCCC1 | -3 | -1.1 | -0.9 | -2 | 0 | -5 | -1.5 | -0.8 | -2 | 0.4 | -3
CC(C)c1cc(-c2cc(-c3ccccc3)on2)nc(NC2CCCC2)n1 | 1 | 0.4 | -0.9 | -4 | 1 | -12 | 0.9 | -0.5 | -7 | 0.0 | 1
Cc1nnc(NC(=O)c2sc3nc(-c4cccs4)cc(C(F)(F)F)c3c2N)s1 | 1 | -2.1 | -1.3 | -160 | -5 | -408 | -8.2 | -2.1 | -310 | -0.9 | 6
COC(=O)c1ccc(NC(=O)COC(=O)C2=NN(c3ccccc3)C(=O)CC2)cc1 | 0 | -0.1 | -0.3 | -1 | 3 | -6 | 1.0 | -0.3 | -2 | 0.2 | -1
COC(=O)c1ccc(NC(=O)COc2ccc([N+](=O)[O-])cc2)cc1 | 2 | -0.5 | -1.7 | -2 | -2 | -6 | 0.2 | -1.9 | 0 | -0.6 | -4
CSc1nnc([C@H](Cc2c[nH]c3ccccc23)NC(=O)OC(C)(C)C)o1 | -2 | -0.1 | 0.1 | 0 | 7 | -6 | 4.9 | 1.3 | 3 | 0.7 | 0

Random excerpt: 2 compounds from above, in no set order.
SMILES | MBD2 inh | DAX1 inh-1 | ssDAF-12 act | ADAM17 inh | SMARCA2 activ | PLC-beta3 inh | hgDAF12 agonist | hcDAF-12 act | PLC-gamma1 inh | DAX1 inh-2 | NR1D1 modulator
O=C1NC[C@@H](CCCCN2C[C@H](Cc3ccccc3)N(CCC3CCCCC3)C(=O)C2=O)N(CCc2ccc(O)cc2)C1=O | 5 | 1.2 | -1.1 | -2 | -5 | 8 | 1.3 | -1.5 | -1 | x | 7
Cc1ccc(Cn2cc(SCC(=O)Nc3nccs3)c3ccccc32)cc1 | 1 | 1.6 | -1.0 | -5 | 0 | 0 | -1.3 | -0.1 | 0 | 1.4 | 1
